TEAD-YAP block – TEAD-YAP interaction inhibition; HEK-TIYL cells, TEAD-Gal4/YAP UAS-luciferase luminescence; inhibition, % at 9.12 µM; 1.4% of 640,000 active; AID 1259422; in the data active = inhibition above about 32%;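 also: 0% = median of test compound wells and 100% = reference inhibitor wells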
MITF primary – inhibitors of human MITF; 0.91% of 650,000 active; inhibition, % at 2.6 µM; O75030; AlphaScreen MITF homodimerization, bead proximity signal; in the data active = inhibition above about 50%;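 also: 0% = vehicle wells with protein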
Target sequence (O75030 whole entry, looked up): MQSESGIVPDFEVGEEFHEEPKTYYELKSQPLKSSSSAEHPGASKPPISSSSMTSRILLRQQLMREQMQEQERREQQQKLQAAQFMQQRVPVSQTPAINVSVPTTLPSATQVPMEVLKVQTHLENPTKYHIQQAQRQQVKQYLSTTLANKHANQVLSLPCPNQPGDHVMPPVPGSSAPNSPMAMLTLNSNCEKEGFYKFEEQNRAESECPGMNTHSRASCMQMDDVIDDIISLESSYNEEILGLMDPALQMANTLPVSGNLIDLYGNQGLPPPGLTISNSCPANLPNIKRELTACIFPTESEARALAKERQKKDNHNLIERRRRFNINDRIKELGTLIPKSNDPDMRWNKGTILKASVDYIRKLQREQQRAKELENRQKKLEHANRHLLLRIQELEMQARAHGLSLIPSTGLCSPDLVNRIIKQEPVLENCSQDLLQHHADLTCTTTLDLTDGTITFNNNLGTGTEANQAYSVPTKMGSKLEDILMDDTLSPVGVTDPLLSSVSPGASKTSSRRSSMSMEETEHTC
GPR151 activ – activators of human GPR151 | PathHunter beta-arrestin GPR151 cells, luminescence | AID 1508602 | 1% of 650,000 active | activation, % at 11.2 µM; in the data active = activation above about 4.9%;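 also: 0% = median of compound wells and 100% = cells with positive control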
Target sequence (Q8TDV0 whole entry, looked up): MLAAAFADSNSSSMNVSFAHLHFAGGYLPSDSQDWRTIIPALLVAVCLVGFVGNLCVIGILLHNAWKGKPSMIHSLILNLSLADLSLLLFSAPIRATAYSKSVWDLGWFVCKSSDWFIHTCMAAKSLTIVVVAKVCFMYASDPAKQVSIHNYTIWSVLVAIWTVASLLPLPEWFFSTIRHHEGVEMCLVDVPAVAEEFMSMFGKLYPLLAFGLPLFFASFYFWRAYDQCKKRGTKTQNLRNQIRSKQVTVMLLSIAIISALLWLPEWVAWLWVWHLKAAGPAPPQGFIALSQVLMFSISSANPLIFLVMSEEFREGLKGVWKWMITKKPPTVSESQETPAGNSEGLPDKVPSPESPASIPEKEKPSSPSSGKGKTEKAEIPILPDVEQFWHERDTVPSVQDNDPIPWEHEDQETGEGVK
FBW7 act – activators of human E3 ligase FBW7 | normalized activity (activation), % at 26.1 µM | AlphaScreen FBW7–phospho-cyclin E peptide binding, activator screen | 0.13% of 650,000 active | AID 1259310; in the data active = normalized activity above about 1.9%;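 also: purified mutant Fbw7 with reduced substrate affinity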
Starred values were filed as active, the others as inactive; & = joins results of further samples.

canonical_smiles | TEAD-YAP block | MITF primary | GPR151 activ | FBW7 act
COc1ccc2nc(/C(C#N)=C\c3ccco3)[nH]c2c1 | 15.7 | 21.2 | 0.4 | -0.1
C(=N\Nc1cc(N2CCOCC2)nc(N2CCOCC2)n1)/c1ccncc1 | 4.7 | 9.8 | 1.8 | 0.1
Nc1ccc(C(=O)OCc2ccc([N+](=O)[O-])cc2)cc1[N+](=O)[O-] | 0.4 | -12.1 | -0.9 | 0.3
Nc1nc(SCC(=O)NCCCO)nc2sc3c(c12)CCCC3 | -2.9 | 4.7 | -0.1 | 0.1
O=c1cnc2ccccc2n1Cc1ccc(Br)cc1 | 8.1 | 11.7 | 1.6 | 0.1
Cn1ccnc1Sc1nc(Nc2cccc(Cl)c2)nc(N2CCOCC2)n1 | -0.2 | 13.3 | -0.4 | -0.1
CCC1CN(CCNC(=O)/C=C/c2ccncc2)Cc2cc(OC)ccc2O1 (centres undefined) | 3.0 | -6.0 | -0.6 | 0.0
O=[N+]([O-])c1ccccc1S(=O)(=O)N1CCN(Cc2ccc(F)cc2)CC1 | -0.6 | 48.6 | 1.3 | 0.4
c1ccc(-c2cn(-c3ccccc3)c3ncnc(NCc4cccnc4)c23)cc1 | -11.7 | 7.2 | 1.0 | -0.1
CC(=O)c1cccc(CN2CCN(CCC(C)C)C(CCO)C2)c1 (centres undefined) | 0.8 | 5.3 | 3.3 | 0.0
CC(C)NS(=O)(=O)c1ccc(NC(=O)c2cccs2)cc1 | -1.5 | -7.2 | -1.4 | -0.2
O=C(NCc1ccccc1)c1ccc2c(=O)n(Cc3ccc(Cl)cc3)c(=S)[nH]c2c1 | 5.9 | 2.5 | 1.0 | 0.0
O=C(CCS(=O)(=O)Cc1ccccc1)NCCc1ccccc1 | -1.1 | -4.0 | -0.9 | -0.2
CC1CCCCC1NC(=O)CNC(=S)N(Cc1cccs1)C1CCCCC1 (centres undefined) | -13.6 | -15.2 | -0.2 | 0.1
Cc1cc(C)c2oc(-c3cc(NC(=O)COc4ccc(Br)cc4)ccc3Cl)nc2c1 | -5.3 | 3.5 | 0.0 | -0.1
CCOC(=O)/C(C#N)=N/Nc1ccccc1C#N | -8.1 | 52.5* | -1.0 | 0.0
COc1ccccc1NCC(=O)N/N=C/c1c(O)n(C)c(=O)n(C)c1=O | -2.8 | 7.2 | -2.6 | -0.2
Cc1cccc(NC(=O)C2CCCN(c3ncnc4c3nc3n4CCCCC3)C2)n1 (centres undefined) | 8.9 | 8.1 | 0.0 | 0.0
COc1ccc(CCNS(=O)(=O)c2ccc3c4c2CC(=O)N4CC(C)S3)cc1OC (centres undefined) | 1.4 | 7.0 | -1.6 | 0.1
COc1ccc(S(=O)(=O)NC(C)C(=O)NC2CC2)cc1C (centres undefined) | 7.3 | 5.1 | 0.3 | 0.2

3 compounds picked at random from those above, as already listed:
canonical_smiles | TEAD-YAP block | MITF primary | GPR151 activ | FBW7 act
CC1CCCCC1NC(=O)CNC(=S)N(Cc1cccs1)C1CCCCC1 (centres undefined) | -13.6 | -15.2 | -0.2 | 0.1
CC(C)NS(=O)(=O)c1ccc(NC(=O)c2cccs2)cc1 | -1.5 | -7.2 | -1.4 | -0.2
C(=N\Nc1cc(N2CCOCC2)nc(N2CCOCC2)n1)/c1ccncc1 | 4.7 | 9.8 | 1.8 | 0.1

Remaining list, next part
canonical_smiles | TEAD-YAP block | MITF primary | GPR151 activ | FBW7 act
CC(=O)c1cccc(-c2ccc(C(N)=O)s2)c1 | -12.8 | -1.4 | 2.6 | 0.1
C=CCOC(=O)C1=C(C)N=C2SC(CC)C(=O)N2C1c1cccc([N+](=O)[O-])c1 (centres undefined) | 8.5 | -14.1 | 2.6 | 0.0
COc1ccc(OC)c(NC(=O)c2ccc(CN3CCOCC3)cc2)c1 | 7.7 | 3.6 | 0.6 | -0.1
O=C(O)C1(S(=O)(=O)c2ccc(Cl)cc2)CC1 | 1.9 | 5.3 | 3.5 | -0.2
O=C(O)C1=CC(c2ccc(Cl)cc2)n2c(nc3ccccc32)N1 (centres undefined) | -6.8 | -5.5 | -0.5 | -0.1
Nc1nc(Cl)nc2c1ncn2[C@@H]1O[C@H](CO)[C@H](O)C1O (some centres undefined) | -56.4 | 3.5 | -1.3 | 0.0
COc1ccc(/C(C)=N\NC(=O)Cc2cccs2)cc1OC | -15.5 | 11.3 | 1.4 | 0.8
Cc1nc2ccccc2c(=O)n1-c1ccc(F)c(NS(=O)(=O)c2ccccc2Cl)c1 | 5.0 | -6.8 | -0.8 | -0.1
CC(C)Oc1ccccc1/C=N/Nc1ccc([N+](=O)[O-])cc1S(=O)(=O)N1CCOCC1 | -3.4 | -5.3 | 0.3 | 0.1
Nc1nc2c(O)cc([N+](=O)[O-])cc2s1 | 11.4 | 8.0 | 4.1 | -1.2
Cc1cc(C)n2nc(C(=O)OCC(=O)Nc3ccc4c(c3)OCO4)nc2n1 | 10.1 | -10.1 | 0.4 | -0.2
COC(=O)c1cc(S(=O)(=O)N2CCCC(C)C2)c[nH]1 (centres undefined) | 13.4 | 7.5 | 0.8 | 0.7
CCc1ccccc1NC(=O)c1cn(C)c(=O)c2ccccc12 | 2.1 | -13.6 | -0.3 | -0.1
O=C(Nc1c(-c2ccccc2)nc2ccccn12)c1ccc([N+](=O)[O-])cc1 | -5.5 | -10.7 | -0.1 | -0.4
COc1cc(C2NC(=O)NC3=C2C(=O)OC3)ccc1O (centres undefined) | 3.5 | 6.0 | 1.1 | -0.2
c1ccc2c3nnc4n(c-3nc2c1)CCCS4 | -13.2 | -0.5 | 2.0 | 0.6
CCOC(=O)c1c(C)[nH]c(C(=O)COC(=O)/C=C/c2ccc(Br)o2)c1C | 7.8 | -0.5 | 0.7 | 0.0
COc1ccccc1-c1nnc(NC(=O)c2cccc(OC)c2OC)o1 | -15.9 | 3.2 | -0.5 | 0.0
CO[C@H]1[C@H](NC(=O)c2ccsc2)c2ccccc2C12CCN(CC=C(C)C)CC2 | 8.0 | 11.2 | 0.7 | 0.1
O=C(c1cccc(F)c1)N(CCN1CCOCC1)c1nc2c(Cl)cccc2s1 | -17.1 | 11.2 | 2.9 | 0.0

(more compounds)
canonical_smiles | TEAD-YAP block | MITF primary | GPR151 activ | FBW7 act
COC(=O)c1ccc2c(=O)n(Cc3ccc4c(c3)OCO4)c(SCC(=O)C(C)(C)C)nc2c1 | -10.1 | -6.9 | -0.9 | 0.2
CCc1ccc(C2NC(=O)c3ccccc3O2)cc1 (centres undefined) | -9.4 | -2.9 | -0.3 | -0.1
O=C(c1cccc(S(=O)(=O)N2CCCCCC2)c1)N1c2ccccc2Sc2ccccc21 | 19.8 | -2.0 | 1.2 | 0.8
CC(NCCC(=O)c1ccc(Cl)cc1)C(=O)O (centres undefined) | -5.6 | -10.5 | -2.0 | 0.0
C=CCSc1nnc2c(n1)OC(c1ccccc1OCC)Nc1ccccc1-2 (centres undefined) | -34.4 | -0.1 | 0.3 | -0.1
CC(C)c1nnc(NC(=O)Cc2ccc(Br)cc2)s1 | -2.7 | -3.9 | 2.7 | -0.1
O=C1/C(=C/c2cccnc2)SC(=S)N1c1ccc(F)cc1 | 8.4 | -12.3 | -0.3 | -0.3
Cc1ccc(CN[C@H]2C[C@H]3C(=O)N4CCC[C@H]4C(=O)N3C2)cc1F | 7.6 | 22.8 | 1.5 | 0.9
O=C(CNS(=O)(=O)c1ccccc1)Nc1cccc(F)c1 | 1.9 | 0.9 | 6.0* | 0.2
CCNc1nc(NCC)nc(Oc2ccc(C(=O)OC)cc2)n1 | -13.7 | 3.2 | -0.5 | 0.1
CCOC(=O)c1ccc(N=C2C(=O)Nc3c(Br)cc(F)cc32)cc1 | 0.2 | 8.6 | -1.4 | 0.2
Cn1c(CC2C([N+](=O)[O-])=CNc3ncnn32)[n+](C)c2ccccc21 (centres undefined) | -6.0 | -13.8 | -0.3 | 0.0
Cc1ccc(C(O)P(=O)(OCC(C)C)OCC(C)C)cc1 (centres undefined) | -9.3 | 14.1 | 0.4 | 0.1
Nc1nonc1-n1nnc(C(=O)O)c1-c1ccc(C2CCCCC2)cc1 | 3.0 | 2.9 | 1.1 | 0.0
Nc1nc(SCc2cc(=O)oc3ccc4ccccc4c23)n[nH]1 | 7.9 | 33.7 | 2.9 | 0.0
Cc1nc(N)sc1C(=O)NCCO | 6.1 | 11.8 | 0.2 | 0.1
COCCn1nnnc1C(c1cc2cc3c(cc2[nH]c1=O)OCO3)N1CCc2ccccc21 (centres undefined) | -2.4 | -6.9 | 0.0 | -0.1
CCOC(=O)C1=C(C)NC(=S)N(C(C)=O)C1c1ccc(OC(C)=O)cc1 (centres undefined) | 0.7&2.0 | 6.3&2.2 | 0.3&0.1 | -0.1&-0.1
COc1ccc(C(=O)Nc2ccccc2[N+](=O)[O-])cc1 | -34.3 | 7.1 | 0.1 | -0.1
O=C(O)COc1ccccc1/C=N/NC(=O)CNC(=O)c1cccc(F)c1 | 2.1 | 9.5 | 0.2 | 0.2

The results go on.
canonical_smiles | TEAD-YAP block | MITF primary | GPR151 activ | FBW7 act
C=CCNC(=O)Nc1ccccc1Br | -4.3 | -4.7 | 0.3 | -0.1
CN1CCN(C(=O)c2ccc(Nc3nc(-c4ccccc4)c4cc(Br)ccc4n3)cc2)CC1 | 2.1 | -1.1 | 0.9 | -0.1
COc1ccc(-c2nc(NCCc3ccc(O)cc3)c3ncn(-c4ccccc4)c3n2)cn1 | 47.4* | -4.1 | 4.4 | 0.0
O=[N+]([O-])c1ccc(C2=Nc3ccccc3N=C(c3cc(Cl)ccc3O)C2)cc1 | -31.5 | 0.1 | 1.3 | -0.2
Cc1c(N=c2scc(-c3ccccc3)n2Cc2ccco2)c(=O)n(-c2ccccc2)n1C | -0.8 | 7.8 | 0.3 | 0.0
CS(=O)(=O)N(CC(=O)NCCSCc1ccccc1)c1cc(C(F)(F)F)ccc1Cl | -8.4 | -7.1 | 4.0 | -0.2
O=C(Nc1ccc(S(=O)(=O)N2CCCCC2)cc1)C(=O)NC1CCCC1 | 5.6 | 9.5 | 0.4 | -0.1
O=C(CC1NC(=O)NC1=O)NCC1Cc2cc(-c3cccc(OC(F)(F)F)c3)ccc2O1 (centres undefined) | 3.8 | -4.2 | 0.0 | 0.0
O=C(CCC(=O)c1cccs1)OCC(=O)c1ccc(Cl)s1 | -1.4 | -0.7 | -1.0 | 0.1
COc1cc(N)c(Cl)cc1C(=O)NC1CCN(Cc2ccccc2)CC1 | 12.2 | 8.9&5.8 | 1.0&1.3 | 0.0&0.5
N/C(=N\c1nc2ccccc2o1)NC(=O)c1cccc(Cl)c1 | 1.1 | -3.8 | -0.5 | -0.1
CCOc1cc(/C=C2/C(=N)N3N=C(CC)SC3=NC2=O)ccc1OCCOc1cc(C)cc(C)c1 | 5.8 | -7.4 | 1.7 | -0.1
O=C(Nc1ccc(N2CCOCC2)cc1)c1cccc(-n2ncc3c2CCNC3)c1 | -0.3 | 1.0 | 0.3 | -0.2

Only MITF primary (4 entries from above):
canonical_smiles | MITF primary
COc1ccc(-c2nc(NCCc3ccc(O)cc3)c3ncn(-c4ccccc4)c3n2)cn1 | -4.1
O=[N+]([O-])c1ccc(C2=Nc3ccccc3N=C(c3cc(Cl)ccc3O)C2)cc1 | 0.1
Cc1c(N=c2scc(-c3ccccc3)n2Cc2ccco2)c(=O)n(-c2ccccc2)n1C | 7.8
CS(=O)(=O)N(CC(=O)NCCSCc1ccccc1)c1cc(C(F)(F)F)ccc1Cl | -7.1

Already shown: entries from further up.
canonical_smiles | TEAD-YAP block | MITF primary | GPR151 activ | FBW7 act
O=[N+]([O-])c1ccc(C2=Nc3ccccc3N=C(c3cc(Cl)ccc3O)C2)cc1 | -31.5 | 0.1 | 1.3 | -0.2
Cc1c(N=c2scc(-c3ccccc3)n2Cc2ccco2)c(=O)n(-c2ccccc2)n1C | -0.8 | 7.8 | 0.3 | 0.0
CS(=O)(=O)N(CC(=O)NCCSCc1ccccc1)c1cc(C(F)(F)F)ccc1Cl | -8.4 | -7.1 | 4.0 | -0.2
O=C(Nc1ccc(S(=O)(=O)N2CCCCC2)cc1)C(=O)NC1CCCC1 | 5.6 | 9.5 | 0.4 | -0.1
O=C(CC1NC(=O)NC1=O)NCC1Cc2cc(-c3cccc(OC(F)(F)F)c3)ccc2O1 (centres undefined) | 3.8 | -4.2 | 0.0 | 0.0
O=C(CCC(=O)c1cccs1)OCC(=O)c1ccc(Cl)s1 | -1.4 | -0.7 | -1.0 | 0.1
COc1cc(N)c(Cl)cc1C(=O)NC1CCN(Cc2ccccc2)CC1 | 12.2 | 8.9&5.8 | 1.0&1.3 | 0.0&0.5

From PubChem BioAssay

This is a random part of the collection; 3.4% or so of the library scored in one or more.
